# Source: PubChem
# PriA SSB inh – K. pneumoniae PriA-SSBct interaction inhibition. AlphaScreen SSBct-PriA binding, biotinylated peptide. inhibition, % at 33 µM. actives 0.6% (n = 430,000). AID 1272365; in the data active = inhibition mostly above about 37%, no sharp cut-off; inactive = mostly below about 20%;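 note: plate controls were negative control peptide for no effect and reference peptide for full effect; strong numbers were not always called active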
# * hit, by the source's call; & = joins results of further samples.
# Start of the data: the first 2 entries as a preview:
Structure	PriA SSB inh
CC(=O)N(C)Cc1nc2ccccc2n1CCCOc1ccccc1Cl	-6
CC1CCN(c2cc(NC(=O)CSc3ccncc3)ncn2)CC1	3

# All compounds of this part, repeating the preview:
Structure	PriA SSB inh
CC(=O)N(C)Cc1nc2ccccc2n1CCCOc1ccccc1Cl	-6
CC1CCN(c2cc(NC(=O)CSc3ccncc3)ncn2)CC1	3
O=S(=O)(NCC1CCN(Cc2ccco2)CC1)c1cc(Cl)ccc1Cl	-3
O=C1CCSC[C@@H](C(=O)N2CCN(c3ncccn3)CC2)N1	-10
Cc1nc(C)c(-c2ccc(SCC(=O)c3ccc([N+](=O)[O-])cc3)nn2)s1	-20
COC(=O)CSC1CCN(C(=O)CCc2ccc(F)c(C)c2)C1 (stereo not given)	-16
CN(C1CCCC1)S(=O)(=O)c1ccc(C(=O)Nc2nc(-c3cccs3)cs2)cc1	5
CCOc1ccc(CC(=O)NCCSc2ncc(-c3ccc(C)cc3)[nH]2)cc1	12
O=C(CSc1ccc(NC(=O)c2cccs2)nn1)NCc1ccccc1Cl	-2&4
CCCN1C(=O)C(C)(C)COc2ccc(NS(=O)(=O)c3ccc(C(C)(C)C)cc3)cc21	-2
Cc1cc(CNS(=O)(=O)c2ccc(N3CCCCS3(=O)=O)cc2)c(C)o1	1
O=C(NCc1cccs1)[C@H]1CCCN(c2cc(-n3cncn3)ncn2)C1	2

# Other records.
Structure	PriA SSB inh
C=C(C)Cn1c(SCc2nc3ccccc3[nH]2)nc2sc3c(c2c1=O)CCC3	-7
C[C@@H](Cc1ccoc1)NC(=O)c1ccccc1S(=O)(=O)C(F)F	-5
COc1cccc(-n2nnc(C(=O)Nc3ccc(C)cc3[N+](=O)[O-])c2C)c1	7
CCC(=NNC(=O)c1ccccc1O)c1c(O)n(Cc2ccccc2)c(=O)[nH]c1=O	-16
O=C(Cn1cnc2c(cnn2C2CCS(=O)(=O)C2)c1=O)Nc1cccc(C(F)(F)F)c1 (stereo not given)	1
Cc1nccn1-c1ccc(C(=O)Nc2cccnc2)nn1	0
NC(=O)Cn1c(COc2ccccc2Cl)nc2ccccc21	-17
CNC(=O)Cc1csc(NC(=O)c2ccc(-n3cncn3)nn2)n1	-17
O=C(Cc1cc(=O)[nH]c(SCc2cccc(Cl)c2)n1)Nc1ccc2c(c1)OCCO2	12
COc1cccc(C(=O)Nc2nc(-c3nc4ccccc4s3)cs2)c1OC	-23
Cc1cc(-c2ccccc2)nc(NN=Cc2ccc([N+](=O)[O-])cc2)n1	9
CC(=O)O[C@@H]1C=C[C@](C)(O)C[C@@H](C)CC=C[C@H]2[C@H](O)C(C)=C(C)[C@H]3[C@H](Cc4ccccc4)NC(=O)[C@@]123	-2

# Five structures out of the list, ordered by heavy-atom count, lowest first.
Structure	PriA SSB inh
CNC(=O)Cc1csc(NC(=O)c2ccc(-n3cncn3)nn2)n1	-17
COc1cccc(-n2nnc(C(=O)Nc3ccc(C)cc3[N+](=O)[O-])c2C)c1	7
C=C(C)Cn1c(SCc2nc3ccccc3[nH]2)nc2sc3c(c2c1=O)CCC3	-7
O=C(Cc1cc(=O)[nH]c(SCc2cccc(Cl)c2)n1)Nc1ccc2c(c1)OCCO2	12
O=C(Cn1cnc2c(cnn2C2CCS(=O)(=O)C2)c1=O)Nc1cccc(C(F)(F)F)c1 (stereo not given)	1

# (listing goes on)
Structure	PriA SSB inh
Cc1cc(NC(=O)c2ccc(S(=O)(=O)N3CCOCC3)cc2)on1	-18
COc1cc2[nH]c3c(=O)n(CCC(=O)NCc4cccc(Cl)c4)cnc3c2cc1OC	-4
COc1ccc(NC(=O)Cc2ccc(SC)cc2)c2ccccc12	-9
Cc1ccc(C)c(-c2nnc(NC(=O)C(c3ccccc3)c3ccccc3)o2)c1	-16
COc1ccc2c(C)cc(SCC(=O)c3ccc(Oc4ccccc4)cc3)nc2c1	-8
COc1cccc(C(=O)NCCS(=O)(=O)N2CCN(c3cccc(Cl)c3)CC2)c1OC	-27
COc1ccc(C)cc1NC(=O)C(=O)NCC1CCN(S(=O)(=O)c2cccnc2)CC1	9
CCOC(=O)C(=NNc1ccccc1Cl)N1CCN(C)CC1	4
O=C(Cc1cccs1)NCC1CCN(Cc2cccs2)CC1	-12
Cn1c(C(F)(F)F)nn(CCNC(=O)c2ccc(-n3cccc3)cc2)c1=O	1
Cc1ccc(S(=O)(=O)CCC(=O)Nc2ccc3scnc3c2)cc1	9
O=C1CC2(CCN(C(=O)Cc3cccs3)CC2)Oc2ccccc21	6

# Further entries:
Structure	PriA SSB inh
Cc1nc(N2CCN(C(=O)c3ccccc3Cl)CC2)cc(C(F)(F)F)n1	-3
O=C(Nc1ccccc1F)c1cc(C2CCN(C(=O)[C@@H]3CC=CCC3)CC2)[nH]n1	-14
CC(C)c1nn(CC(N)=O)c(=O)c2c1cnn2C(C)(C)C	-2
CCCCC(C(=O)O)N1C(=O)/C(=C/c2ccncc2)SC1=S (stereo not given)	-12
Cc1ccc(S(=O)(=O)N(C(=O)c2ccncc2)c2ccc3oc(=O)sc3c2)cc1	-1
O=C(Oc1ccc2cc(Br)ccc2c1)N1CCOCC1	-11
O=C1c2cc(S(=O)(=O)Nc3ccccc3)ccc2-c2ccc(S(=O)(=O)Nc3ccccc3)cc21	32
C[C@H]1CCc2cc(F)ccc2N1C(=O)C1(c2cc(-c3cccs3)on2)CC1	3
Cc1cc(NC(=O)C2COc3ccccc3O2)n(-c2nc3ccccc3s2)n1 (stereo not given)	-6
CNC(=O)c1ccsc1NC(=O)Cc1ccc(S(C)(=O)=O)cc1	-4
CN1CCN(C(CNC(=O)C(=O)Nc2ccc(F)c(Cl)c2)c2ccc(F)cc2)CC1 (stereo not given)	-7
O=C1OCCC1Sc1nc2sc3c(c2c(=O)[nH]1)CCC3 (stereo not given)	1

# (cont.)
Structure	PriA SSB inh
O=S(=O)(c1ccc2ccccc2c1)N1CCN(c2ccccc2)CC1	-19
O=C(NCc1ccc(Cl)cc1)C(=O)N1CCN(Cc2ccc3c(c2)OCO3)CC1	10
COc1ccc(S(=O)(=O)Nc2ccc3c(c2)CC(=O)N3)cc1Cl	15
O=C(Cn1nc(S(=O)(=O)c2cccc(F)c2)ccc1=O)Nc1ccc(F)cc1Cl	-21
CC(ON=Cc1ccccc1O)C(=O)Nc1ccccc1C(=O)N1CCOCC1 (stereo not given)	-5
O=C(C1CC=CCC1)N1CCN(CC(O)c2ccco2)CC1 (stereo not given)	10
O=C(CCc1ccc(Oc2cc([N+](=O)[O-])cc([N+](=O)[O-])c2)cc1)N1CCN(c2ccc(F)cc2)CC1	-2
O=S(=O)(c1ccc(F)cc1)N1CCSC1c1cccc(OCc2ccccc2)c1 (stereo not given)	8
O=C(Nc1c(F)cccc1F)N1CCn2cccc2C1c1cccnc1 (stereo not given)	11
CN(C)c1ccc(NC2CC(=O)N(c3cccc(C(F)(F)F)c3)C2=O)cc1 (stereo not given)	6
COc1cn(CC(=O)NCc2ccco2)c(CSc2nc(C)cc(C)n2)cc1=O	-5
O=C(CSc1ccc(-c2ccc(-n3ccnc3)cc2)nn1)Nc1ccc2c(c1)OCCO2	-23

# Further entries
Structure	PriA SSB inh
O=C(CN1CCC(c2nnc(-c3ccsc3)o2)CC1)N1CCc2ccccc21	-4
O=C(COc1ccnc2c1CCCC2)NCc1ccc2c(c1)OCO2	-4
COCc1cc(=O)n(CC(=O)Nc2ccc(C)cc2Cl)c(-c2ccncc2)n1	-9
O=C(Cn1cc(-c2ccc(F)cc2)cn1)NCCCn1ccnc1	-22
CCN(CC)Cc1c(C(=O)NN=Cc2ccncc2)nnn1-c1nonc1N	-18
Cc1csc(NN=Cc2ccccn2)n1	58*
O=C(NCC(c1ccsc1)N1CCc2ccccc2C1)C(=O)Nc1ccc(F)c(Cl)c1 (stereo not given)	-2
CCN(CC)C(=O)Oc1cc2c(-c3cc4ccccc4o3)cc(=O)oc2cc1C	-7
CCOC(=O)NCC#CCN1CCc2ccccc2C1	-16
CC(=NNC(=O)c1ccccc1[N+](=O)[O-])c1ccc(Br)s1	0
CCOC(=O)c1cnn2ccc(NC(=O)C3(c4ccccc4)CCOCC3)cc12	5
CCOC(=O)N1CCc2c(sc(NC(=O)c3ccccc3C)c2C(=O)OC)C1	0

# More results.
Structure	PriA SSB inh
Cc1nn(-c2ccccc2)c(N2CCCC2)c1C=NNC(=O)c1cccc(S(=O)(=O)Nc2ccc(Cl)cc2)c1	2
Cc1cc2ncc(CCCNS(=O)(=O)c3ccccc3Br)cn2n1	5
Cc1ccc([C@H](CNC(=O)c2cccc(Br)c2)N2CCN(C)CC2)cc1	1
Cc1nc(-c2ccncc2)n[nH]1	6
CCN1CCN(c2nc3ccc(OC(=O)c4ccc(S(=O)(=O)N(C)C)cc4)cc3s2)CC1	-3
CSc1cc(C=NO)c(SC)s1	-6
CS(=O)(=O)C1CCN(S(=O)(=O)Cc2ccccc2Cl)C1 (stereo not given)	-11
CCCCOc1ccc(C(O)=C2C(=O)C(=O)N(Cc3cccnc3)C2c2ccncc2)c(C)c1 (stereo not given)	11
O=C(Cc1cccs1)NCC1CCN(c2ncccn2)CC1	5
COC(=O)c1ccc(S(=O)(=O)NCC2CCN(C(=O)c3cc4ccccc4o3)CC2)cc1	-8
NC(=Nc1nc2c(c(=O)[nH]1)CCC2)Nc1cccc(Cl)c1	-9
Cc1cc(C)cc(NC(=O)CSc2c[nH]c3ccccc23)c1	11

# The results go on:
Structure	PriA SSB inh
Cc1cc(C)c(NC(=O)C(=O)NC2CCCCC2)c(C)c1	3
O=C(CNC(=O)c1ccc(S(=O)(=O)N2CCCC2)cc1)N/N=C\c1cccc([N+](=O)[O-])c1	0
COC(=O)c1ccc(C(=O)N2CCN(C(=O)c3cnn4ccccc34)CC2)cc1	-6
COc1ccccc1[C@H](CNC(=O)C(=O)Nc1ccc(F)c(Cl)c1)OC	-20
O=C(NCCn1ncc2c(N3CCN(c4ccc(F)cc4)CC3)ncnc21)c1ccc2ccccc2c1	-9
COc1ncccc1C(=O)Nc1cc(N2CCN(c3ccccc3)CC2)ncn1	-2
Cc1ccc(-c2ccc(=O)n(CCCNC(=O)c3ccc(F)c(F)c3)n2)cc1	-7
NC(COc1ncn(-c2ccccc2)n1)=NS(=O)(=O)c1ccccc1	-6
Cc1ccc(NC(=O)c2ccc(N3CCOCC3)nn2)cc1Cl	-15
CC(=NNC(=O)c1nnn(-c2nonc2N)c1-c1ccccc1)c1ccco1	-3
Cc1nc2c(ccc3nc(NC(=O)c4ccccc4Oc4ccccc4)sc32)s1	-5
O=C(CN(c1ccc(F)cc1)S(=O)(=O)c1ccc2c(c1)OCCO2)NCc1ccc2c(c1)OCO2	44

# Random excerpt: two compounds from above
Structure	PriA SSB inh
Cc1ccc(NC(=O)c2ccc(N3CCOCC3)nn2)cc1Cl	-15
NC(COc1ncn(-c2ccccc2)n1)=NS(=O)(=O)c1ccccc1	-6

# Continuation:
Structure	PriA SSB inh
O=C(NCc1ccc2c(c1)OCO2)C(=O)NCC1CCN(C(=O)c2ccncc2)CC1	-7
Cc1ccc(C=NNC(=O)CSc2nnc(-c3ccccc3)n2-c2ccc(Cl)cc2)o1	-10
Cc1ccccc1-n1ncc2c(C3CC3)nn(CC(=O)Nc3ccccc3F)c(=O)c21	-2
COc1ccc(Cl)cc1S(=O)(=O)Nc1ccc2c(c1)CN(C(=O)c1ccco1)CC2	-3&13
O=C(CN1CCN(Cc2nc3ccccc3n2Cc2ccccc2)CC1)Nc1ccccc1F	12
COc1ccc(Cn2ccnc2SCC(=O)NCc2ccc(F)cc2)cc1	7
CC(=O)N(C)Cc1nc2ccccc2n1Cc1ccccc1Cl	-7
CC(C)CCNC(=O)Cc1cc(=O)[nH]c(SCc2ccccc2F)n1	-4
COc1ccccc1NC(=O)COc1ccc(C=NNC(=O)c2cccnc2)cc1	-3
COc1ccc2nc(NC(=O)c3cc4c(s3)CCCC4)sc2c1	-21
CCCC(=NNC(=O)c1ccc(OC)c(OC)c1)c1ccccc1	-3
CSc1cccc(NC(=O)CN2N=NC3C(=O)N(c4cc(C)cc(C)c4)C(=O)C32)c1 (stereo not given)	-9&-6

# (list continues)
Structure	PriA SSB inh
CC(=O)N1CCc2ccc(NS(=O)(=O)CC(C)C)cc21	-4
CC(=NNC(=O)c1ccc(CSc2nncn2C)cc1)c1ccc(Cl)cc1	-6
C=CCOc1c(Br)cc(C=Nn2c(CC)n[nH]c2=S)cc1Br	-9
O=C(CCSc1ccccc1)N1CC(c2nc(-c3cccnc3)no2)C1	-1
COc1ccc(-c2cc(-c3ccc(Cl)cc3)nc3sc(C(=O)N4CCOCC4)c(N)c23)cc1	-2
Cc1ccc(-n2nnc3c(N4CCN(C(=O)C(C)(C)Oc5ccc(Cl)cc5)CC4)ncnc32)cc1	-5
O=C(NCC1CCN(S(=O)(=O)c2cccnc2)CC1)c1cc2ccccc2s1	-22
CN(C)C(CNS(=O)(=O)c1cccc([N+](=O)[O-])c1)c1cccs1 (stereo not given)	6
Cc1csc(C(=O)NCc2ccc(C(O)c3cccs3)s2)c1 (stereo not given)	-7
CCOC(=O)c1nn(-c2ccccc2C)c(=O)cc1OS(=O)(=O)c1cc(C)c(C)cc1OC	9
O=C(NN=Cc1ccc[nH]1)c1cccc([N+](=O)[O-])c1	-5
O=C(Nc1ccc(Cl)cn1)c1n[nH]nc1-c1ccccc1	-12

# Additional compounds follow.
Structure	PriA SSB inh
CC(=NO)C1(C)N(O)C(C)(C)C(c2ccc(Br)cc2)=[N+]1[O-] (stereo not given)	-7
O=c1sc2ccccc2n1CCOc1ccccc1Cl	-2
O=[N+]([O-])c1ccc(NN=Cc2cccc(O)c2)cc1	-4
N#Cc1cccc(C(=O)NCCn2ccc(C(F)(F)F)n2)c1	-4
CCn1nc(C(=O)NCc2ccccc2Cl)ccc1=O	-6
O=C(Nc1cccc([N+](=O)[O-])c1)c1ccc(N2CCCCS2(=O)=O)cc1	-1
CC(=NNC(=O)OC(C)(C)C)c1ccc[nH]1	-7
COc1cccc(-c2csc(-n3nc(C)cc3NC(=O)COc3ccc(C)cc3)n2)c1	-4

# This is a subset (hit frequency here may not be typical).
